PMI act – phosphomannose isomerase (human) activation. 190,000 compounds, 0.005% hits. activation factor at 20 µM. AID 1214. P34949. purified human PMI, coupled resazurin fluorescence, 20 min; stronger effect = higher value; 1 = vehicle control, 0 substrate-free wells;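 active means activation factor of 2 or more at 20 µM, relative to plate controls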
Target sequence (P34949 whole entry, looked up): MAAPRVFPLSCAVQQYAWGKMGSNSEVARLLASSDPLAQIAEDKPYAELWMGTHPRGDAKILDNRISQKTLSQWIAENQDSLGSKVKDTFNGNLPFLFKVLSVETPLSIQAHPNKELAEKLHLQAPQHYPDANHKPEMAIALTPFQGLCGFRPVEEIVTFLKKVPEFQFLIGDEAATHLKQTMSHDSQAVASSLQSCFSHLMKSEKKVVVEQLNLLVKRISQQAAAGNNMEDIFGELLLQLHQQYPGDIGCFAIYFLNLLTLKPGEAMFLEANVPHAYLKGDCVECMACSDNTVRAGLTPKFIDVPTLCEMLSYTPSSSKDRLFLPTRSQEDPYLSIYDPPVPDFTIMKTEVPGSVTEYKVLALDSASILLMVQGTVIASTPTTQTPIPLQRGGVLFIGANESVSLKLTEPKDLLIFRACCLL
TNAP inh noacc – TNAP (human) inhibition, acceptor-free conditions. AID 1012. purified TNAP, CDP-star luminescence, 30 min. 200,000 compounds, 0.26% hits. inhibition, % at 20 µM. P05186;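 active means tissue-nonspecific alkaline phosphatase inhibition above about 50% at 20 µM in the single-dose screen, limit read from the data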;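 further: 0% = DMSO negative control and 100% = EDTA positive control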
FLuc act counter – affects firefly luciferase, flagging false hits in luciferase stimulation screens | activation factor at 10 µM | AID 1027 | 200,000 tested, under 10 active | ATPlite luciferase biochemical, luminescence, 10 min; 0 = ATP-free wells, 1 = DMSO control | P08659;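 active means luciferase activation factor, scaled between plate controls, of at least 2 with compound at 10 µM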
Target sequence (P08659 whole entry, looked up): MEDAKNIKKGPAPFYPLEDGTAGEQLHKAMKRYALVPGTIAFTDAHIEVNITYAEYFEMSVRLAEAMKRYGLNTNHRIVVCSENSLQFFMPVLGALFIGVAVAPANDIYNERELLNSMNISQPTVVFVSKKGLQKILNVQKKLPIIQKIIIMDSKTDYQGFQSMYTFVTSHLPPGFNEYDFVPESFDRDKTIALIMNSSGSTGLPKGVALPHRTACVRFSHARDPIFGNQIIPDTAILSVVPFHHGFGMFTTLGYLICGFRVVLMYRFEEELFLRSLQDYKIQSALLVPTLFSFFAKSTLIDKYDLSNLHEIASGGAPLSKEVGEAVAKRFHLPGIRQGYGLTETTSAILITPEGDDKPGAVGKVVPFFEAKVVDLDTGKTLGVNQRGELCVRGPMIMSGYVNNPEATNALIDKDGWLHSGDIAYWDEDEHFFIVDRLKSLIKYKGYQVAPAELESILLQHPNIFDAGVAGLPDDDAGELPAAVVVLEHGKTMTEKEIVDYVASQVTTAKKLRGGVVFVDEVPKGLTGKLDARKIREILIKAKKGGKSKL
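System: cell-free luciferase reagent; medium: PBS as buffer for the ATP substrate; doses: test compounds dosed from 2 mM stocks in 100% DMSO; incubation: 10 min, room temperature; measured by: luminescence from luciferase reaction; read-out: luciferase activation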
Diaph act CS – diaphorase activation or chemical reduction counter-screen | 190,000 compounds, 0.005% hits | Diaphorase/resazurin coupled assay, resorufin fluorescence, 16 min; stronger effect = higher value; 1 = vehicle wells, 0 = NADH-free wells | activation factor at 20 µM;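 active means diaphorase activity raised at least twofold by the compound at 20 µM; inactive means activation factor below 2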
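Material: purified diaphorase enzyme from Clostridium kluyveri / Medium: HEPES pH 7.4 buffer with MgCl2 and Tween 20 / Schedule: enzyme reaction of 16 min at room temperature / Measured by: resorufin fluorescence, excitation 544 nm, emission 590 nm / Evaluation: rise in resorufin formation, marking diaphorase activation or chemical reduction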
TNAP act hiacc – TNAP (human) activation, high acceptor; purified TNAP, CDP-star luminescence, 1 M DEA, 30 min; stronger effect = higher value; 0 = EDTA background, 1 = DMSO-only activity; activation factor at 20 µM; 200,000 tested, under 10 active;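 active means activation factor at least 2 at 20 µM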
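Control set: EDTA negative control, DMSO positive control / Assay system: human TNAP / Quantity: TNAP 1/800 final / Evaluation: TNAP activation factor scaled between EDTA and DMSO control wells / Measured by: luminescent substrate turnover signal / Compound dosing: one dose, 20 µM / Times: 30 min enzyme reaction at room temperature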
TNAP inh hi DEA – TNAP (human) inhibition, high acceptor; P05186; purified TNAP, CDP-star luminescence, 1 M DEA; inhibition, % at 20 µM; 200,000 compounds, 0.03% hits;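 active means over 50% inhibition of tissue-nonspecific alkaline phosphatase at 20 µM in the single-dose screen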;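 further: plate controls were DMSO wells for no effect and EDTA-quenched wells as full inhibition for full effect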
PMI act satM6P – increases human PMI activity with near-saturating mannose 6-phosphate | activation factor at 20 µM | AID 1216 | coupled PMI enzyme assay, resazurin fluorescence, 20 min; stronger effect = higher value; 1 = untreated enzyme, 0 = substrate-free blank | 190,000 compounds, 0.34% hits | P34949;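 active means activation factor of 2 or more at 20 µM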
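Test system: human phosphomannose isomerase with PGI, G6PDH, diaphorase coupling enzymes; amount: 15 ng/mL PMI; incubation: enzyme reaction with compound 20 min at room temperature; technique: resorufin fluorescence (Ex 544/Em 590 nm) from resazurin via diaphorase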
HMGR II inh – inhibitors of class II HMG-CoA reductase from Enterococcus faecalis; purified E. faecalis HMGR, NADPH absorbance 340 nm kinetic; inhibition, % at 10 µM; 190,000 compounds, 0.41% hits;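 active means inhibition above a set limit, the median over all tested compounds plus 3 SD, cut at about 9.5% in these data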;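 further: enzyme runs in reverse so mevalonate oxidation gives rising NADPH absorbance; 0% = complete reaction with DMSO and 100% = background rate lacking mevalonate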
Diaph inh CS – diaphorase inhibition or chemical oxidation counter-screen. 190,000 compounds, 0.69% hits. diaphorase resazurin-to-resorufin fluorescence, NADH, 16 min; bacterial (C. kluyveri) enzyme, not human. inhibition, % at 20 µM. AID 1217;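 active means primary screen inhibition at 20 µM above a set limit, cut at about 50% in these data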;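 further: plate controls were DMSO with full reaction for no effect and wells lacking NADH for full effect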
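material = Clostridium kluyveri diaphorase enzyme | amount = 0.14 U/mL diaphorase, enzyme working solution | schedule = incubation 16 min, room temperature | detection = fluorescence of resorufin formed from resazurin, Ex 544/Em 590 nm | benchmarks = positive control minus NADH, DMSO neutral control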
G6PDH counter – L. mesenteroides G6PDH inhibition counter-screen; AID 1020; Purified L. mesenteroides G6PDH, diaphorase/resazurin coupled fluorescence, 45 min; inhibition, % at 5 µM; 200,000 compounds, 0.12% hits; in the data active means inhibition above about 50%
The depositor's hits bear a star.

The line under a structure holds: PMI act	PMI act satM6P	G6PDH counter	FLuc act counter	TNAP inh hi DEA	TNAP act hiacc	Diaph act CS	HMGR II inh	Diaph inh CS	TNAP inh noacc
C#CCNC(=O)C1=C[C@H](c2csc3ccccc23)[C@@H](CCCO)[C@H](OCC)O1
 : 0.9	1	-2	1.1	-6	1.1	0.8	3	19	-9
Cc1ccc(NC(=O)Cc2nnc(SCC(=O)Nc3ccccc3)n2C)cc1
 : 1.1	1.1	2	0.8	0	1	1	4	4	-14
COc1ccc(CNCCC(c2ccc(OC(C)C)cc2)C(C)C)cc1OC (stereo unspecified)
 : 0.9	1	6	1	0	1	1	-2	-2	-2
Cc1nc2sccc2c(=O)n1N
 : 1.1	1.1	3	1	-5	1.1	1	-1	0	-15
OCCCc1nc2n(n1)C(c1cccs1)C=C(c1ccc(Br)cc1)N2 (stereo unspecified)
 : 1.2	1.4	-45	1.1	-7	1.1	0.8	-10	19	7
CC1(C)SC(=Nc2ccccc2)N(S(=O)(=O)c2ccccc2)C1=O
 : 1.1	1.1	10	1.1	-5	1	0.9	0	8	-11
COCc1cc(C)nc(N/N=C/c2ccc(Cl)c(Cl)c2)c1C#N
 : 1	1.1	1	1	-1	1	1.1	-8	-6	-6
O=C(Nc1ccc(-c2cn3ccsc3n2)cc1)C1CC1
 : 1	1.1	1	0.1	2	1	1	-3	5	-5
COc1ccc(Nc2nc3[nH]c(=O)cc(O)c3s2)cc1
 : 0.5	0.4	20	0.9	-3	1	0.3	-4	69*	-22
Nc1nnc(Sc2ncccc2[N+](=O)[O-])s1
 : 1	0.9	-4	1	-4	1	0.8	3	15	-8
CSC1=C(C#N)C(C)C2=C(CC(C)(C)CC2=O)N1 (stereo unspecified)
 : 1	1	2	1.1	-6	1.1	1	-3	2	-12
COc1ccccc1C(=O)Nc1ccc(S(=O)(=O)Nc2cc(C)nc(C)n2)cc1
 : 1.1	1	15	1.1	-4	1	0.9	-4	8	-4
CCCc1nc(-c2cc3ccc(C)cc3[nH]c2=O)no1
 : 1.1	1.1	0	1	-2	1	1	-1	-1	-6
Oc1ccccc1-c1csc(-c2ccccc2)n1
 : 0.9	0.9	13	0.7	-1	1	0.7	5	30	-3
COc1ccc(Oc2c(Cl)cnn(-c3ccccc3)c2=O)cc1
 : 1	1	11	1.1	-1	1	0.9	0	11	4
Oc1ccc(NCc2ccccc2OCc2ccccc2)cc1
 : 0.8	0.5	5	1.1	-2	1	0.8	-3	16	-6
COc1ccccc1-n1c(C)cc(SC)c(C(C)=O)c1=S
 : 1.1	1	11	1.1	-9	1.1	0.9	-1	6	-8
CCOc1ccc(CN2CCNC(=O)C2CC(=O)NCCCn2ccnc2)cc1 (stereo unspecified)
 : 0.9	0.9	9	1	-4	1	1.1	0	-11	-7
Cc1ccc(C(C(=O)NC2CCCCC2)N(CCC(C)C)C(=O)CNC(=O)c2ccco2)o1 (stereo unspecified)
 : 1	1	6	1	-4	1	0.9	-6	15	-8
Cc1ccc(C2CC(c3ccc(F)cc3)Nc3nc(N)nn32)cc1 (stereo unspecified)
 : 1	1	2	1.1	0	1	0.9	-3	13	-8
COC(=O)c1c(NC(=O)Cc2cccs2)sc2c1CCCC2
 : 0.9	0.9	-25	1.1	-3	1	0.8	1	19	-3
O=C(Nc1ccc(Cl)cc1)N1CCSCC1
 : 1	1	1	1	-4	1	0.9	1	9	-11
COc1ccc2nc(N3C(=O)/C(=C/c4ccccc4)NC3=S)sc2c1
 : 0.9	0.9	10	0.9	20	0.8	0.6	-4	36	-81
Cc1ccnc(NS(=O)(=O)c2ccc(NC(=O)c3ccc(S(=O)(=O)N4CCCC4)cc3)cc2)n1
 : 1.3	1.1	10	1.1	-7	1.1	1	0	5	-13
COc1ccc(NC(=O)Nc2cccc(C)n2)cc1
 : 0.9	1	-5	0.8	-5	1	1	-5	1	-11
O=C1NC(=Nc2ccc(O)cc2)S/C1=C/c1ccco1
 : 1	0.9	1	1	1	1	0.8	-4	17	0
CC(C)c1onc(C(=O)N(C)C2CCCCC2)c1[N+](=O)[O-]
 : 0.9	0.9	5	1	1	1	0.9	2	8	-5
CCCCCCOc1ccc(N2C(=O)CC(NCCc3ccc(S(N)(=O)=O)cc3)C2=O)cc1 (stereo unspecified)
 : 1	1.1	-1	1.1	3	1	1	1	3	-5
Cc1cccc2cc(=O)[nH]c(C)c12
 : 1	1	7	1.1	-8	1.1	0.9	5	10	-18
Cc1nn(-c2ccccc2)c(N2CCCC2)c1/C=N/NC(=O)c1ccccc1O
 : 1	1	0	1	0	1	0.9	-1	12	-2

The list goes on; the last five above are carried over.
The line under a structure holds: PMI act	PMI act satM6P	G6PDH counter	FLuc act counter	TNAP inh hi DEA	TNAP act hiacc	Diaph act CS	HMGR II inh	Diaph inh CS	TNAP inh noacc
O=C1NC(=Nc2ccc(O)cc2)S/C1=C/c1ccco1
 : 1	0.9	1	1	1	1	0.8	-4	17	0
CC(C)c1onc(C(=O)N(C)C2CCCCC2)c1[N+](=O)[O-]
 : 0.9	0.9	5	1	1	1	0.9	2	8	-5
CCCCCCOc1ccc(N2C(=O)CC(NCCc3ccc(S(N)(=O)=O)cc3)C2=O)cc1 (stereo unspecified)
 : 1	1.1	-1	1.1	3	1	1	1	3	-5
Cc1cccc2cc(=O)[nH]c(C)c12
 : 1	1	7	1.1	-8	1.1	0.9	5	10	-18
Cc1nn(-c2ccccc2)c(N2CCCC2)c1/C=N/NC(=O)c1ccccc1O
 : 1	1	0	1	0	1	0.9	-1	12	-2
CCN(CC)S(=O)(=O)c1ccccc1/C=N\O
 : 1	1	6	1	7	0.9	1	-2	0	-1
Cc1cc(OCCCN2CCN(Cc3ccccc3)CC2)ccc1[N+](=O)[O-]
 : 0.9	1	11	1.1	-8	1.1	0.7	-4	26	-4
CCSc1ncc(/C=N/Nc2ccc(Cl)cc2)n1C
 : 1.2	1.4	5	0.9	-5	1.1	1	-4	4	-1
Nn1cc(-c2ccccc2)nc1SCC(=O)NC1CCS(=O)(=O)C1 (stereo unspecified)
 : 1	1	5	1.1	-4	1	1	-3	2	-17
CCCCCCCC1CC(/C(C)=N/NC(N)=O)OC1=O (stereo unspecified)
 : 1.1	1.1	2	1.1	-1	1	1	-6	0	-8
CSCC[C@H](NC(=O)CCn1nnc2ccccc2c1=O)C(=O)O
 : 1.2	1.1	2	1	-3	1	0.7	-3	28	-9
Cc1ccc2c(c1)sc1ncc(NC(=O)c3ccc(F)cc3)c(=O)n12
 : 1.1	1.1	3	1	2	1	1	-3	-1	-7
O=C(CCN1CCN(S(=O)(=O)c2ccc(Cl)cc2)CC1)Nc1ccccc1F
 : 1	1	10	1.1	-6	1.1	0.9	0	13	3
O=c1[nH]c(-c2ccccn2)nc2ccccc12
 : 0.8	0.8	14	0.7	-5	1.1	0.8	-2	21	-191
O=C(Nc1ccc(O)cc1)C1CCCN1S(=O)(=O)c1ccc(F)cc1 (stereo unspecified)
 : 1	1	-8	1	-1	1	1	4	2	-11
C=CCn1c(SCc2cc(=O)n3cc(C)ccc3n2)nnc1-c1cccc(C)c1
 : 0.9	1	18	1	1	1	0.9	-8	9	-9
O=C(/C=C(\c1ccc(Cl)cc1)n1cncn1)c1ccc(Cl)cc1
 : 1	1	9	1	-1	1	1	3	4	-5
Cc1ccc(-n2nc(C)c3c(C(=O)OCC(=O)N(C)C4CCS(=O)(=O)C4)cc(-c4ccccc4)nc32)cc1 (stereo unspecified)
 : 1.1	1.1	-2	1	-2	1	1	-1	-1	-5
Clc1ccc(CN2CCCCCCC2)cc1Cl
 : 1	1	-11	1.1	-8	1.1	0.9	0	7	-4
Cc1ccc2cc(CN(C(=O)C3CCCO3)C3CCCCC3)c(=O)[nH]c2c1 (stereo unspecified)
 : 1	1	11	1.1	-7	1.1	0.9	-2	10	8
CCn1c(CNC(=O)c2ccco2)nnc1SCC(=O)Nc1cc(C)c(C)cc1Br
 : 1	1.1	-2	1	-7	1.1	0.9	0	6	-17
O=C(Nc1ccc(COc2ccccc2)cc1)c1cccc([N+](=O)[O-])c1
 : 0.8	1	1	1.1	-2	1	1	-6	5	-15
CCCC(=O)N(CC(=O)Nc1sc(C)c(C)c1C(N)=O)Cc1ccccc1
 : 0.8	0.9	14	1	-3	1	0.8	-7	23	-6
O=c1c2oc3ccccc3c2[nH]c(=S)n1-c1ccc(F)cc1
 : 1.4	1	-1	1	-2	1	0.4	-1	59*	-14
CCN1CCCC1CNC(=O)C1CCN(Cc2nc(-c3cccc(Br)c3)oc2C)CC1 (stereo unspecified)
 : 1.2	1.1	5	1.1	-8	1.1	1.2	7	-24	-7
CCC(NS(=O)(=O)c1ccc(C)cc1)C(=O)N1CCC2(O)CCCCC2C1 (stereo unspecified)
 : 0.9	0.9	-1	1.1	-6	1.1	0.9	-6	9	-12
Cc1cc2c(cc1C)N(C(=O)CSC1=NCCS1)C(C)(C)c1ssc(=S)c1-2
 : 0.8	0.8	11	1	13	0.9	0.8	-8	20	12
CNC(=S)N/N=C/c1cn(CCOc2ccc(OC)cc2)c2ccccc12
 : 1	1	-15	1	2	1	0.8	-1	18	-25
C=CCOc1ccc(C2C(C(=O)c3ccco3)=C(O)C(=O)N2Cc2cccnc2)cc1 (stereo unspecified)
 : 0.9	1	13	1	-1	1	0.8	-1	18	-6
Cc1cc(C)nc(Sc2nc(C)nc3c2oc2ccccc23)n1
 : 0.9	0.9	4	1	-1	1	0.9	-1	13	-9
CCOC(=O)C(Cc1ccccc1)c1ccnc2nc(N)nn12 (stereo unspecified)
 : 1.1	1.1	1	1.1	-6	1.1	1	-2	-3	-15
CCOC(=O)CSc1nnc(CNC(=O)c2ccc(OC)c(OC)c2)n1C
 : 1	1	-9	1.1	-3	1	1	-1	-3	-6
O=C(CSc1nnc(SCc2ccccc2)s1)N/N=C/C=C/c1ccco1
 : 1.1	1	-22	0.9	3	1	0.8	-5	15	-16
CCCCNC(=S)NCCN1CCN(C(=S)NCCCC)CC1
 : 1	1	2	1.1	-4	1	0.9	-10	9	-11
O=C1NC(c2ccc(-c3ccccc3[N+](=O)[O-])o2)C(C(=O)c2ccccc2)C(O)(C(F)(F)F)N1 (stereo unspecified)
 : 0.8	0.5	-9	1	2	1	0.7	-5	29	1
